Screening data: PubChem BioAssay, Broad Institute
CASP6 VEID inh – blocks human caspase-6 cleavage activity; P55212; purified caspase-6, Z-VEID-R110 cleavage fluorescence; inhibition, % at 12.5 µM; 350,000 tested, 0.53% active;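 active = mean inhibition across replicates at least about 35%, with every replicate also reaching that limit, limit read from the data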;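 also: 0% = median of neutral control wells and 100% = no fluorescence left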
Target sequence (P55212 24-179 limits assumed): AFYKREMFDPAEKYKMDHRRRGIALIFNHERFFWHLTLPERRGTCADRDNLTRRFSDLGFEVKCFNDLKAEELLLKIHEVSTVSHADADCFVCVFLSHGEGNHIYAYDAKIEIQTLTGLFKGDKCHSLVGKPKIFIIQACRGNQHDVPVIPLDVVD
Target sequence (P55212 194-293 limits assumed): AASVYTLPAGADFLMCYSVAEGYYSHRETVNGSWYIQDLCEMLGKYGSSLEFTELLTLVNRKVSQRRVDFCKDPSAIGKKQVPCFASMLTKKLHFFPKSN
miR-122 sensor – blocks miR-122 activity in Huh7 sensor cells | Huh7 miR-122 Renilla luciferase sensor, 48 h; neutral wells = 0, positive control = 100 | activation (reporter increase), % at 12.5 µM | 340,000 tested, 0.3% active;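 active = mean replicate activation score at least 90 and every replicate individually at or above 90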;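 also: higher luciferase means less miR-122 activity so hits act as miR-122 inhibitors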
Cneo AK release – Cryptococcus neoformans lysis via adenylate kinase release | 360,000 tested, 0.2% active | lysis activity, % at 15 µM | C. neoformans lysis, adenylate kinase release luminescence, 4 h; normalised: neutral wells 0, clomiphene wells 100 | AID 651654;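 active = mean lysis activity across replicates of at least 80%, whatever share of replicates individually reach that level; inactive = mean lysis activity below 80%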
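Assay system: Cryptococcus neoformans yeast cells / Dosing: single-point compound dose / Timing: 4 h at 37 °C static, read 1 h later / Measured by: luminescence of released adenylate kinase using an AK detection reagent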
LGR2 inh – inhibitors of bursicon-induced Drosophila LGR2 receptor cAMP signaling. HEK293 LGR2, CRE-luciferase, bursicon-stimulated, 4 h. inhibition, % at 9.99 µM. 380,000 tested, 0.35% active. AID 720647;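 active = drop in luminescence signal, shown as inhibition above about 50% in the replicate tests, limit read from the data, passing the limit was not always enough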;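 also: agonist challenge used bursicon conditioned medium at about half maximal strength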
EWS-Fli block – inhibitors of EWS/Fli oncoprotein transcriptional activity. A673 NR0B1-luciferase reporter, viability-normalised. inhibition, % at 12.6 µM. 350,000 tested, 0.67% active. AID 651661;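 active = mean inhibition of at least 50% after viability correction, with every replicate also passing that limit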;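 also: firefly luciferase signal divided by Alamar Blue viability fluorescence both relative to DMSO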
FN deposit inh – fibronectin deposition inhibition; AH1F fibroblasts, Alexa488-fibronectin deposition fluorescence, overnight; inhibition, % at 12.6 µM; 350,000 tested, 0.086% active; AID 743247;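 active = mean inhibition across replicates of 30% or more, regardless of how many single replicates reach that level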;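 also: positive control wells lacked labelled fibronectin entirely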
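Measured by – fluorescence 485/525 nm · System – AH1F fibroblast monolayer, labelled fibronectin deposition · Amount – 10000 cells per well · Buffer or medium – serum-reduced DMEM (2% serum) · Doses – single dose, pinned · Also added – fluorescent fibronectin at 24 nM final · Schedule – 1 h cell attachment, overnight exposure to compound and label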
PAX8 inh HTS – inhibitors of PAX8 transcriptional activity in RMG-I cells | RMG-I TPO-luciferase reporter, SteadyGlo, 24 h | inhibition, % at 12.6 µM | 360,000 tested, 1.2% active | AID 652154;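 active = mean replicate inhibition at least 60% with every replicate also reaching 60%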;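 also: luciferase light reporting Pax8 driven TPO promoter activity; plate controls were median of neutral control wells for no effect and mitoxantrone controls for full effect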
PGC1a acetyl inh – PGC1a acetylation modulation, inhibitor mode; inhibition, % at 15.6 µM; AID 651687; U2OS PGC1a acetylation, AlphaScreen anti-acetyl-lysine; with virally co-expressed GCN5 acetyltransferase; 350,000 tested, 0.17% active;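 active = every replicate shows inhibition of at least 40%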;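 also: 0% = neutral control wells and 100% = positive control wells; some results beyond the cut were filed as inactive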
Starred values were filed as active, the others as inactive; · = no result given; [ ] = remark or other dose.

SMILES	CASP6 VEID inh	miR-122 sensor	Cneo AK release	LGR2 inh	EWS-Fli block	FN deposit inh	PAX8 inh HTS	PGC1a acetyl inh
COc1ccc2c(c1)CO[C@@]21O[C@H](CCO)C[C@H](O)[C@H]1O	5	-4	1	15	0	-17	-3	-1
Cc1ccc(S(=O)(=O)Nc2ccc3c(c2)C(=O)N([C@H](C)CO)C[C@@H](C)[C@@H](CN(C)S(=O)(=O)c2c(C)noc2C)O3)cc1	1	-4[16.7 µM]	0	11	-11	·	38	-8
N#Cc1ccsc1NC(=O)CN1CCN(c2ccccc2)CC1	0	-3	·	0	-1	2	10	6
O=C(N[C@H]1CC[C@H](CCNS(=O)(=O)Cc2ccccc2)O[C@@H]1CO)c1ccccc1F	0	-3[16.7 µM]	6	-7	2	7	1	5
O=C(CN1CCN(S(=O)(=O)c2ccc(Cl)cc2)CC1)N1CCCC1	-1	2	5	6	-5	3	-5	·
O=C(C1CC1)N1CCN=C1SCc1cccc(F)c1	-2	·	-1	4	-12	-1	1	6
O=S(=O)(c1ccc2c(c1)CCCN2)N1CCCC1	2	0	1	-25	2	-2	-18	-2
O=C(CC1C(=O)NCCN1Cc1ccc(Cl)c(F)c1)NC1CCC1 (stereo unspecified)	1	0	7	-14	4	-4	4	-8
COc1ccc(OC)c(NC(=O)c2nnn(Cc3ccc(Br)cc3F)c2N)c1	2	-3	-1	12	-1	-30	-2	14
O=C(Nc1ccc2c(c1)[C@@H]1C[C@@H](CC(=O)N3CCOCC3)O[C@H](CO)[C@@H]1O2)C1CCOCC1	0	-1[16.7 µM]	-1	7	5	11	-11	10
O=[N+]([O-])c1ccc(CN2CCN(c3ccccc3Cl)CC2)o1	3	2	0	0	20	0	-3	-23
Cc1cc(C)n2nc(SCc3cccc(F)c3)nc2n1	-2	0	3	-8	-2	4	11	2
Cc1ccc(N(C(=O)Cn2nnc(-c3ccccc3)n2)C(C(=O)NC2CCCCC2)c2ccccn2)cc1C (stereo unspecified)	0	-7	-1	11	-2	-5	5	-5
Cc1cc(C(=O)Nc2c(C)nn(Cc3ccc(F)cc3)c2C)on1	2	-4	1	8	-4	1	6	11
CCOC(=O)N1CCN(C(=O)c2oc3ccc(S(=O)(=O)N4CCOCC4)cc3c2C)CC1	·	1	0	·	·	0	15	7
CC(=O)Nc1ccc2c(c1)ncn2-c1ccccc1	0	0	-2	·	-52	3	4	4
COc1cc(CN2CCC(CO)(CCOc3ccccc3)CC2)cc(OC)c1OC	-2	·	·	1	9	-2	17	·
CC(Sc1nnc(COc2ccc(Cl)cc2)n1Cc1ccco1)C(=O)N1CCNC1=O (stereo unspecified)	2	·	-1	-17	1	3	12	-4
CCN(CC)S(=O)(=O)c1ccc(NCCCn2ccnc2)c([N+](=O)[O-])c1	-16	-3	1	-8	12	3	6	4
COc1ccc(-c2csc(NC(=O)c3cccc(N4C(=O)CCC4=O)c3)n2)cc1OC	-4	·	-2	4	-7	2	-4	·

Random excerpt: two entries already listed.
SMILES	CASP6 VEID inh	miR-122 sensor	Cneo AK release	LGR2 inh	EWS-Fli block	FN deposit inh	PAX8 inh HTS	PGC1a acetyl inh
Cc1ccc(S(=O)(=O)Nc2ccc3c(c2)C(=O)N([C@H](C)CO)C[C@@H](C)[C@@H](CN(C)S(=O)(=O)c2c(C)noc2C)O3)cc1	1	-4[16.7 µM]	0	11	-11	·	38	-8
Cc1ccc(N(C(=O)Cn2nnc(-c3ccccc3)n2)C(C(=O)NC2CCCCC2)c2ccccn2)cc1C (stereo unspecified)	0	-7	-1	11	-2	-5	5	-5

Going on with the list.
SMILES	CASP6 VEID inh	miR-122 sensor	Cneo AK release	LGR2 inh	EWS-Fli block	FN deposit inh	PAX8 inh HTS	PGC1a acetyl inh
Cc1ccc(N2C(=O)Cc3ccccc3C2=O)cc1	50*	1	38	21	-6	-6	-9	-8
CC(=O)Nc1ccc(S(=O)(=O)N2CCC(C(=O)NCCC(=O)NCc3ccncc3)CC2)cc1	-1	3	1	16	-1	0	3	-2
CO[C@@H]1CN(C)C(=O)c2cc(NC(=O)Nc3cc(F)ccc3F)ccc2OC[C@@H](C)NC[C@H]1C	1	·	-1	-9	-10	6	22	-4
C/C=C/Cn1c(Br)nc2c1c(=O)[nH]c(=O)n2C	0	-5	0	5	0	·	·	-9
C[C@H]1CN([C@@H](C)CO)C(=O)Cc2cc(NC(=O)Nc3ccc(C(F)(F)F)cc3)ccc2O[C@@H]1CN(C)Cc1ccc(-c2ccccc2)cc1	0	-12[16.7 µM]	2	17	-4	·	1	2
O=C(CC1NCCNC1=O)Nc1ccc([N+](=O)[O-])cc1 (stereo unspecified)	0	6	·	9	-17	-7	-40	-8
OC1CCN(Cc2cn(Cc3ccccc3)nc2-c2cc3ccccc3o2)CC1	0	1	·	30	2	8	11	-20
C[C@H](CO)N1C[C@H](C)[C@H](CN(C)C(=O)Nc2ccc(C(F)(F)F)cc2)Oc2c(NC(=O)C3CCOCC3)cccc2C1=O	0	-2[16.7 µM]	1	9	12	1	-9	3
CCOc1ccc(CCNC(=O)CN2C(=O)c3cccnc3Oc3ccc(Cl)cc32)cc1	4	9	1	18	6	-14	31	-7
C[C@@H]1CN([C@@H](C)CO)C(=O)c2cc(NC(=O)c3ccncc3)ccc2O[C@@H](C)CCCCO[C@H]1CN(C)C(=O)Cc1ccccc1	0	-5[16.7 µM]	4	-17	-8	·	17	2
CC(C)COC(=O)C1C2C=CC3(CN(C(C)c4ccc(Br)cc4)C(=O)C13)O2 (stereo unspecified)	-1	0	2	9	-6	-18	5	·
COc1cc2ccccc2cc1C(=O)O	·	-4	-4	·	·	2	-5	-2
CC(C)N(N=Nc1ccc([N+](=O)[O-])cc1)C(C)C	0	·	·	0	5	3	7	·
COCCn1c(SCC(=O)c2[nH]c(C)c(C(C)=O)c2C)nc2ccccc2c1=O	-1	272*	16	-8	6	-3	14	-7
COc1cc(S(=O)(=O)N2CCN(c3ccccn3)CC2)ccc1Br	0	·	-2	11	18	6	5	·
CCCCN(CC)Cc1c(C)[nH]c2c(ccc3ccccc32)c1=O	0	2	-4	0	2	-2	-17	-9
COc1ccc(CCN(C(=O)COc2ccccc2)c2nc(-c3ccccc3)cs2)cc1OC	·	-7	2	·	·	-13	3	·
CCc1ccccc1NC(=S)N(CCN1CCOCC1)C1CCN(C(C)=O)CC1	4	1	4	-7	-4	2	-9	3
Cc1cc(C(F)F)n2nc(C(=O)Nc3sc4c(c3C(N)=O)CCC4)nc2n1	·	7	0	-11	·	2	-2	·
CC(C)Oc1ccc(NC(N)=O)cc1	·	1	0	·	·	8	-13	-4
CC(C)CC#Cc1ccc2c(c1)O[C@H](CN(C)C(=O)c1cccnc1)[C@H](C)CN([C@@H](C)CO)S2(=O)=O	2	-15[16.7 µM]	-1	9	5	·	·	-4
CC(=O)Nc1ccccc1C(=O)C(=O)O	·	0	7	-2	·	·	·	14
Cc1ccc(Nc2nnc(SC(C)C(=O)Nc3c(C)n(C)n(-c4ccccc4)c3=O)s2)cc1 (stereo unspecified)	0	·	·	3	40	·	9	·
CC(C)CNS(=O)(=O)c1ccc(S(=O)(=O)N2CCC(N3CCCCC3)CC2)cc1	1	10	0	-4	20	0	3	-7
COc1cccc(NC(=O)N2CC3(C2)[C@@H](c2ccccc2)[C@@H](CO)N3C(=O)C2CC2)c1	2	·	·	-10	3	4	·	·
O=c1cc(-c2ccc3c(c2)OCO3)oc2ccccc12	0	-1	-2	-81	-57	·	·	2
CCOC(=O)C1C(=O)C=C(/C=C/c2ccc(N(C)C)cc2)CC1c1ccccc1 (stereo unspecified)	·	3	·	5	·	-11	-11	-4
Cn1c(=O)[nH]c2sc3c(c2c1=O)CC(C)(C)OC3	·	-8	-1	4	·	·	·	19
COc1cc2c(c3oc(-c4ccccc4)cc(=O)c13)C=CC(C)(C)O2	0	-16	0	-4	26	·	·	-18
Cc1cc(C)cc(C(=O)NCC(=O)N2CCC3(CC2)NCCc2[nH]cnc23)c1	-3	-5	0	-5	·	-5	-16	0
CC(C)NC(=O)N(C)C[C@H]1OCCCC[C@H](C)Oc2ccc(NS(=O)(=O)c3ccc(F)cc3)cc2C(=O)N([C@@H](C)CO)C[C@@H]1C	-1	-2[16.7 µM]	1	-4	-1	3	-28	3
CC(=O)c1cccc(NC(=S)NC(=O)c2ccccc2C)c1	3	·	·	-23	-31	·	-42	0
Cc1cccc(-c2ccc([C@H]3[C@H](CO)N4CCCCN(Cc5cncnc5)C[C@@H]34)cc2)c1	4	-3[16.7 µM]	2	12	2	·	5	-2
OC(c1ccccc1)(c1ccccc1)C1CCN(CCCOc2cccc(C(F)(F)F)c2)CC1	-1	·	·	106*	4	8	2	·
c1ccc2c(c1)oc1c(-c3cccc4nccn34)cccc12	-1	10	21	-26	9	0	-2	-21
CC(=O)N1CCOc2ccc(S(=O)(=O)NC[C@H]3O[C@@H](n4ccc(=O)[nH]c4=O)[C@H](O)[C@@H]3O)cc21	2	-4	-2	4	3	0	-9	2
CS(=O)(=O)N(CC(=O)NCc1ccc2c(c1)OCO2)C1CCCCC1	-2	2	·	·	3	3	-23	0
CCOC(=O)N1CCN(C(=O)CSc2nc(=O)n3cc(C)ccc3n2)CC1	-2	·	1	0	9	-5	-8	·
Cc1ccc(/C=N/n2c(-c3ccccn3)n[nH]c2=S)o1	9	·	·	2	5	0	9	·
COCC(=O)N(C)C[C@@H]1Oc2ncc(-c3ccc(F)cc3)cc2C(=O)N([C@H](C)CO)C[C@H]1C	-1	-1[16.7 µM]	-1	10	-4	·	·	-7
CN(C/C=C/c1ccccc1[N+](=O)[O-])Cc1ccccc1	0	-2	-1	-11	-1	6	6	-15
O=C(CNC(=S)N(CCCN1CCOCC1)Cc1cccs1)NCc1ccccc1Cl	0	-1	1	1	·	7	-3	-6
OCCC1CN(Cc2cccn2-c2cccnc2)CCN1Cc1ccc(F)cc1 (stereo unspecified)	-3	0	-2	7	-3	3	-9	-10
O=C(N/N=C/c1c(O)n(Cc2ccccc2)c(=O)c2ccccc12)c1cccnc1	23	·	·	7	-5	·	13	5
COC(=O)[C@]12CCCCC=C1N(CCc1ccc(OC)c(OC)c1)C(=O)[C@H](CC(=O)N1CCCC1)C2	-1	·	·	1	8	-5	-1	·
CCOc1ccccc1-n1c(=S)sc2c(=O)n(-c3ccc(C)cc3)c(=S)[nH]c21	2	·	·	13	-58	-1	18	-1
COc1ccc(C#Cc2ccc([C@H]3[C@@H](CO)N4C(=O)CN(C(=O)Nc5ccccc5F)C[C@H]34)cc2)cc1	0	·	·	3	1	·	·	9
CN(Cc1ccon1)C(=O)CC1C(=O)NCCN1CC(C)(C)C (stereo unspecified)	-5	·	·	5	3	1	-15	·
COc1ccc(CN2CCN(Cc3ccc4ccccc4c3)CC2)cc1OC	-7	·	-2	5	20	14	17	7
COCCCNc1c2c(nc3nnnn13)CCCC2	0	·	·	23	-2	-2	-16	3
CCCN1CCN(CC(=O)Nc2nnc(C)s2)CC1	0	-1	1	10	1	2	-18	-3
Cc1ccc(OCCNC(=O)Cc2ccc(F)cc2)cc1	-1	4	0	·	4	5	-17	·

Structures shown so far that contain a CF3 group, in the order listed:
SMILES	CASP6 VEID inh	miR-122 sensor	Cneo AK release	LGR2 inh	EWS-Fli block	FN deposit inh	PAX8 inh HTS	PGC1a acetyl inh
C[C@H]1CN([C@@H](C)CO)C(=O)Cc2cc(NC(=O)Nc3ccc(C(F)(F)F)cc3)ccc2O[C@@H]1CN(C)Cc1ccc(-c2ccccc2)cc1	0	-12[16.7 µM]	2	17	-4	·	1	2
C[C@H](CO)N1C[C@H](C)[C@H](CN(C)C(=O)Nc2ccc(C(F)(F)F)cc2)Oc2c(NC(=O)C3CCOCC3)cccc2C1=O	0	-2[16.7 µM]	1	9	12	1	-9	3
OC(c1ccccc1)(c1ccccc1)C1CCN(CCCOc2cccc(C(F)(F)F)c2)CC1	-1	·	·	106*	4	8	2	·
